Bioassay records as filed in PubChem.
AID2073: inhibitors of Mint1-CaV2.2 protein interaction, biochemical, HTRF (AID 2073); HTRF protein-protein interaction, Mint1-CaV2.2; higher % means a stronger effect; Voltage-dependent N-type calcium channel subunit alpha-1B (Homo sapiens); actives 0.19% (n = 290,000); inhibition, % at 20 µM, or IC50 in µM where a hit was titrated; in the data active = inhibition mostly above about 51%, no sharp cut-off; inconclusive = no clear call, values can overlap the other calls; inactive = mostly below about 53%; also: some results filed as inactive read as strong as hits
GPR55 beta-arrestin: GPR55 agonists via beta-arrestin recruitment, primary screen, imaging, U2OS cells, beta-arrestin-GFP redistribution (AID 1961) | G-protein coupled receptor 55 (Homo sapiens) | activation, % at 10 µM; hits with a dose series show EC50 in µM | actives 0.048% (n = 290,000) | U2OS GPR55 beta-arrestin-GFP redistribution imaging; higher % means a stronger effect;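 active = activation above 40% with more than 50 cells counted in the well; inconclusive = wells holding fewer than 50 cells, flagged as toxic or sparse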;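 also: U2OS osteosarcoma cells stably expressing GPR55 and beta-arrestin-GFP; plate controls were DMSO negative control for no effect and LPI positive control for full effect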
NOD1 inhibition: NOD1 signaling inhibitors, primary screen, cell-based, luminescence, uHTS (AID 1578). inhibition, % at 4 µM; hits with a dose series show EC50 in µM. actives 1% (n = 290,000). NOD1-driven NF-kB luciferase reporter cells, luminescence; higher % means a stronger effect; in the data active = inhibition mostly above about 36%, no sharp cut-off; inactive = mostly below about 34%;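 also: HEK-293T reporter cells stimulated with the NOD1 agonist gamma-tri-DAP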
NOD2 inhibition: NOD2 signaling inhibitors, cell-based, luminescence, uHTS, HEK293 (AID 1566). HEK293 NOD2/NF-kB luciferase reporter, luminescence; higher % means a stronger effect. inhibition, % at 4 µM; hits with a dose series show EC50 in µM. actives 0.63% (n = 290,000); also: many of its hits are not listed in these tables
KOR beta-arrestin-1: KOR antagonists, beta-arrestin recruitment, cell-based, luminescence, uHTS (AID 1778). actives 0.091% (n = 290,000). Kappa-type opioid receptor (Homo sapiens). inhibition, % at 10 µM, or IC50 in µM where a hit was titrated. KOR beta-arrestin recruitment, luminescence, antagonist mode; higher % means a stronger effect; also: strong numbers were not always called active
P. falciparum M1AAP: P. falciparum M1AAP inhibitors, biochemical, fluorogenic H-Leu-NHMec substrate, 1536-well (AID 1445). Aminopeptidase N (Plasmodium falciparum (isolate 3D7)). recombinant M1AAP, H-Leu-NHMec fluorogenic kinetic assay; higher % means a stronger effect. one-dose inhibition, % at 30 µM; IC50 in µM for titrated hits. actives 0.42% (n = 220,000);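 active = primary inhibition above the hit cutoff, then over 50% inhibition at one or more dose response concentrations, cut at about 23% in these data, passing the limit was not always enough; inconclusive = conflicting primary data, or primary hits not chosen for dose response; inactive = low primary inhibition, or under 50% at every dose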;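 also: plate controls were DMSO full reaction for no effect and no enzyme background for full effect; strong numbers were not always called active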
Dynein transport: inhibitors of GR-EGFP nuclear translocation, primary screen, dynein cargo transport inhibitor project, imaging, high-content, 3617.4 mouse cells; test concentration mostly 20 µM; stimulated with dexamethasone, 1 µM; active compounds read low; actives 0.47% (n = 220,000); z-score, hits read low;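 active = plate z-score of nuclear minus cytoplasmic receptor signal below a set negative limit, without overly bright fluorescence or cell loss, cut at about -3.5 in these data, passing the limit was not always enough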;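 also: z-score of nuclear minus cytoplasmic ring GR-EGFP intensity difference per well; some compounds called inactive have numbers as strong as hits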
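Buffer or medium: tet-free medium with charcoal-stripped serum / Also added: dexamethasone agonist, 1.0 µM final, for 30 min / Timing: induction 48 h, compound 1 h, agonist 30 min / Measured by: high-content fluorescence imaging after fixation / Read-out: nuclear-to-cytoplasmic GR-EGFP distribution per well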
M17LAP inhibition: P. falciparum M17LAP inhibitors, primary screen, biochemical, fluorogenic H-Leu-NHMec substrate, 1536-well (AID 1619); Leucine aminopeptidase (Plasmodium falciparum (isolate 3D7)); recombinant M17LAP, H-Leu-NHMec fluorogenic kinetic assay; higher % means a stronger effect; actives 0.38% (n = 220,000); inhibition, % at 30 µM; hits with a dose series show IC50 in µM;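 active = compound inhibiting the enzyme by more than half at any dose during confirmatory dose-response retesting; inconclusive = strong single-dose inhibitors picked by rank but not retested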;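 also: plate controls were full reaction with DMSO carrier for no effect and no enzyme background for full effect; strong numbers were not always called active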
KOR beta-arrestin-2: KOR agonists, beta-arrestin recruitment, primary screen, cell-based, luminescence, uHTS (AID 1777) | Kappa-type opioid receptor (Homo sapiens) | KOR beta-arrestin recruitment, luminescence; higher % means a stronger effect | one-dose activation, % at 10 µM; EC50 in µM for titrated hits | actives 0.02% (n = 280,000); in the data active = activation above about 50%, passing the limit was not always enough; also: a part of the inactive calls stands beside numbers as strong as those of hits
Dynein transport cytoplasmic EGFP: recorded beside Dynein transport, whose call it bears; z-score; measured here: cytoplasmic GR-EGFP intensity; active compounds read high
Dynein transport nuclear GR-EGFP: also measured in Dynein transport; calls as there; z-score; measured here: nuclear GR-EGFP intensity;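 lower value marks the stronger effect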
Dynein transport cell count: further read-out of Dynein transport, marked with its call; z-score; measured here: cell count per field
* hit, by the source's call; ? = inconclusive; nt = not tested or not shown; [ ] = another dose, or the depositor's remark. Rule as the data show it, unless noted: active = inhibition above about 50%; inactive = the rest. This is a subset (hit frequency here may not be typical).

SMILES	AID2073	GPR55 beta-arrestin	NOD1 inhibition	NOD2 inhibition	KOR beta-arrestin-1	P. falciparum M1AAP	Dynein transport	Dynein transport cytoplasmic EGFP	Dynein transport nuclear GR-EGFP	Dynein transport cell count	M17LAP inhibition	KOR beta-arrestin-2
Cc1c(NC(=O)COC(=O)c2cc3c4ccccc4n(C)c3s2)c(=O)n(-c2ccccc2)n1C	2%	0.2%	3%	-40%	-20%	17%	0.18	-0.27	-0.067	0.92	14%	2.2%
CCCN1CCN(C(=O)Cn2cccc2C(=O)c2ccccc2)CC1	18%	1.1%	-32%	-7%	-50%	10%	-0.047	-0.21	0.48	-0.0025	7%	10%
CN(C(=O)COC(=O)c1ccc(S(=O)(=O)N2CCOCC2)cc1)C1CCCCC1	16%	0.2%	-22%	2%	-9%	-7%	0.73	-0.33	0.53	-0.64	-3%	-6.5%
CC(NC(=O)CCC(=O)NCc1ccc(F)cc1)c1ccccc1 (centres undefined)	-2%	-0.2%	-10%	0%	-6%	nt	nt	nt	nt	nt	nt	-0.9%
O=C(COc1ccc(Cl)cc1Cl)N/N=C1\CCCc2ccccc21	12%	-0.2%	23%	0%	15%	-1%	0.7	-0.17	0.72	-0.17	2%	-5.2%
Cc1noc(C)c1COC(=O)c1ccccc1NC(=O)Cc1ccccc1	1%	0.1%	-42%	-5%	-2%	0%	-0.45	-0.16	-0.22	-0.024	19%	0.0%
N#C/C(C(N)=O)=c1/ccc2c(c1)N1C3=C(CCCC3)CC3CCCCC31N=2 (centres undefined)	-27%	0.0%	86%*	30%	16%	14%	-0.55	0.51	0.18	-1	9%	-3.0%
CCCC(=O)Nc1c2c(nn1-c1ccc(C)cc1)CS(=O)(=O)C2	-10%	-0.3%	-21%	3%	9%	nt	nt	nt	nt	nt	nt	-1.2%
COc1ccc(OCCCC(=O)Nc2cccnc2)cc1	1%	-0.1%	-11%	-2%	-39%	-1%	0.83	-0.31	0.9	-1.2	8%	1.1%
CCCCCCCNC(=O)C1(CC2CC(c3ccc(Cl)cc3)=NO2)CCN(C(=O)CCCCCBr)CC1 (centres undefined)	5%	-0.1%	20%	16%	-5%[20 µM]	nt	nt	nt	nt	nt	nt	-3.5%
CCOc1ccc(N(CC(=O)NC2CCCC2)S(=O)(=O)c2c(C)[nH]c(=O)[nH]c2=O)cc1	9%	-0.2%	-8%	4%	-4%	-2%	0.052	-0.21	0.16	-0.21	11%	-2.1%
COc1ccc2[nH]c3nc(SCC(=O)Nc4cccc(NC(C)=O)c4)nnc3c2c1	6%	0.2%	-26%	23%	-30%[20 µM]	nt	nt	nt	nt	nt	nt	-2.5%
Cc1ccc2c(c1)c1c(n2CC(O)Cn2ccnc2C)C(=O)CCC1 (centres undefined)	30%	-0.4%	-19%	8%	-18%	6%	-0.2	-0.14	-0.24	0.8	-57%	-2.6%
CC1CCCN(Cc2nc3c(c(=O)n(C)c(=O)n3C)n2CC(=O)c2ccccc2)C1 (centres undefined)	2%	-0.1%	nt	5%	20%	9%	-0.49	-0.15	0.084	-0.18	-3%	-1.4%
COC(=O)c1ccc(CSc2nncn2C)cc1	-6%	0.0%	-41%	0%	-2%	4%	0.31	-0.18	0.98	0.14	6%	-3.5%
Cc1ccc(N(CC(=O)NC2CCCCCC2)S(=O)(=O)c2c(C)nn(C)c2C)cc1	7%	0.1%	-13%	-4%	16%	-9%	0.23	-0.33	0.049	0.35	8%	-4.3%
CCOC(=O)c1[nH]c(C)c(C(=O)NCc2ccc(Cl)cc2)c1C	-6%	-0.1%	-30%	-1%	37%	0%	0.39	-0.19	0.48	-0.18	2%	4.6%
Cn1nc(-c2ccccc2)c(CSc2ccccc2Cl)c1Cl	26%	-0.1%	-18%	-23%	18%	7%	0.42	-0.14	0.068	0.63	10%	-6.0%
O=c1c2c(nc3c(-c4ccccc4)c[nH]n13)CCC2	21%	-2.3%	6%	8%	-36%	?	-0.43	-0.21	-0.29	0.073	6%	3.5%
COc1ccc(NC(=O)Cc2nnc(SCC(=O)NC3CCCCC3)n2C)cc1	-3%	-0.2%	-23%	-3%	-19%	nt	nt	nt	nt	nt	nt	3.9%
Cc1ccnc(NC(=O)CCC2COc3ccccc3O2)c1 (centres undefined)	7%	0.0%	-34%	-12%	7%	9%	-0.53	-0.26	-0.91	0.81	-3%	-0.6%
CCCCCC1CC(CC(=O)O)C(=O)O1 (centres undefined)	-1%	-0.2%	-7%	-1%	-4%	-2%	-0.12	-0.14	0.25	0.37	0%	-3.6%
Cc1ccc2oc(C(=O)N(C)Cc3cnccn3)c(C)c2c1	2%	-0.1%	-1%	-30%	28%	nt	nt	nt	nt	nt	nt	-5.5%
COC(=O)c1ccc(NC(=S)NC2CC2)cc1	3%	0.1%	-24%	-14%	-1%	4%	0.67	-0.3	0.36	0.42	28%	-1.1%
Cc1cccc(NC(=O)c2cccc(S(=O)(=O)N3CCCCC3)c2)c1	2%	-0.1%	-30%	-13%	-17%	nt	nt	nt	nt	nt	nt	1.5%
Further records.
SMILES	AID2073	GPR55 beta-arrestin	NOD1 inhibition	NOD2 inhibition	KOR beta-arrestin-1	P. falciparum M1AAP	Dynein transport	Dynein transport cytoplasmic EGFP	Dynein transport nuclear GR-EGFP	Dynein transport cell count	M17LAP inhibition	KOR beta-arrestin-2
CCc1ccccc1NC(=S)N(CCN1CCCCCC1)Cc1ccco1	-14%	0.1%	-14%	-1%	-4%	8%	-0.054	-0.3	0.13	0.59	10%	2.1%
CCCCCCNC(=O)c1ncn[nH]1	12%	-0.1%	16%	17%	42%	-1%	0.24	-0.27	0.1	0.18	-4%	2.3%
CC(Sc1nncn1C)C(=O)Nc1nnc(C(C)C)s1 (centres undefined)	-10%	-0.1%	-22%	2%	12%	3%	-1.2	-0.13	-0.54	0.36	11%	-4.0%
CCc1ccccc1NS(=O)(=O)c1ccc2[nH]cc(C(=O)NCC3CCCO3)c(=O)c2c1 (centres undefined)	-2%	-0.3%	-10%	11%	15%	4%	-0.44	-0.36	-0.09	0.92	11%	-4.3%
CCn1cc(C(=O)Nc2sc(C)c(C)c2C(=O)OC)cn1	-21%	0.8%	-36%	3%	-26%	3%	0.35	-0.3	-0.11	0.5	-7%	3.5%
CC(C)CCNC(=O)C(c1ccc(O)cc1)N(Cc1ccco1)C(=O)CCC(=O)Nc1nccs1 (centres undefined)	3%	-0.3%	-20%	7%	10%	nt	nt	nt	nt	nt	nt	-5.1%
CC(C)(C)CC(C)(C)NC(=S)NC1CCN(Cc2ccccc2)CC1	4%	-0.1%	27%	17%	-25%	-2%	0.11	-0.27	0.1	-0.01	5%	1.9%
CC(C)(C)c1ccc(C(=O)CSc2nc3ccccc3c(=O)[nH]2)cc1	-5%	0.0%	10%	-23%	17%	1%	0.17	-0.21	0.5	1.3	10%	-4.1%
Cc1ccc(CNC(=O)[C@@H]2CCC(=O)N2Cc2ccco2)cc1	0%	0.3%	15%	14%	-16%	2%	-0.48	-0.23	-0.41	0.67	-11%	-5.3%
COc1ccc(NCc2cc(=O)oc3cc(NC(C)=O)ccc23)cc1	2%	-0.1%	4%	-3%	-17%	nt	nt	nt	nt	nt	nt	-3.9%
COc1ccc(OC)c(NC(=O)CSc2nc3ccccc3c(=O)n2CCNC(C)=O)c1	6%	0.2%	-5%	8%	-28%	1%	-0.46	-0.26	0.0088	0.21	5%	1.5%
Nc1nc2c(C(=O)N3CCOCC3)nnn2c2ccccc12	15%	-0.4%	-3%	-36%	-11%	-7%	0.34	-0.29	0.25	0.12	10%	0.4%
CN(C)c1ccc(/C=C2\N=C(C(C)(C)C)OC2=O)cc1	17%	0.2%	-2%	6%	8%	nt	nt	nt	nt	nt	nt	-6.4%
CCOC(=O)c1cccc(NS(=O)(=O)c2cnc[nH]2)c1	6%	-0.1%	18%	-14%	-8%	-9%	0.24	-0.24	0.25	0.72	-2%	5.9%
COc1ccc(CN2C(=O)c3ccccc3C2C(=O)NCCc2ccccc2)c(OC)c1 (centres undefined)	-2%	0.2%	-22%	2%	5%	6%	0.75	-0.33	-0.068	0.53	-1%	8.3%
CC[C@H]1OC(=O)C[C@@H](O)[C@H](C)[C@@H](O[C@@H]2O[C@H](C)C[C@H](N(C)C)[C@H]2O)[C@@H](CC=O)C[C@@H](C)C(=O)C=C[C@]2(C)O[C@H]2[C@@H]1C	7%	-0.1%	10%	-57%	14%	1%	-2.4	-0.2	-1.1	-0.27	25%	-6.5%
Cc1ccnc(NC(=O)c2cccc(S(=O)(=O)N3CCCC3)c2)c1	14%	0.4%	-33%	-2%	-19%	nt	nt	nt	nt	nt	nt	6.0%
O=[N+]([O-])c1ccc(Cl)c(S(=O)(=O)NCC2CCCO2)c1 (centres undefined)	-6%	0.9%	-24%	4%	-11%	3%	-0.36	-0.25	-0.14	0.75	6%	6.8%
COCCNC(=S)N/N=C(\C)c1cc2ccccc2o1	-40%	-0.2%	-43%	-21%	30%	7%	0.36	-0.16	1.1	-1.2	25%	3.5%
CCOCCCNC(=O)Cc1ccc(-n2c(CC)nc3cccnc32)cc1	-2%	0.0%	2%	28%	0%	nt	nt	nt	nt	nt	nt	0.1%
O=C(COC(=O)C1COc2ccccc2O1)Nc1ccc2c(c1)CCC2 (centres undefined)	5%	-0.2%	-4%	-5%	18%	1%	0.59	-0.26	0.035	-0.3	-3%	-0.6%
COc1cc(C#N)ccc1OCC(=O)N1CCc2ccccc2C1	26%	-0.3%	-16%	14%	-25%	nt	nt	nt	nt	nt	nt	-4.3%
CCOc1ccc(CCNC(=O)c2nnn(CC(=O)Nc3c(C)cc(C)cc3C)c2N)cc1OCC	14%	0.1%	-6%	13%	-22%	nt	nt	nt	nt	nt	nt	7.9%
Cc1cccc(C(=O)NCc2nnc(SCc3ccc(F)cc3)n2C)c1	13%	0.2%	-37%	15%	-40%[20 µM]	6%	0.22	-0.32	0.25	-0.023	12%	-3.8%
